mcGAS RapidFire = inhibitors of mouse cGAS; inhibition, % at 12.5 µM; hit rate 0.18% among 130,000; recombinant mouse cGAS, cGAMP by RapidFire MS;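 active = inhibition of cGAS enzyme activity at or above 60%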;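 also: enzyme stimulated by 45 bp dsDNA with ATP and GTP substrates; cGAMP share of summed cGAMP plus half ATP and half GTP signals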
Target sequence (Q8C6L5 whole entry, looked up): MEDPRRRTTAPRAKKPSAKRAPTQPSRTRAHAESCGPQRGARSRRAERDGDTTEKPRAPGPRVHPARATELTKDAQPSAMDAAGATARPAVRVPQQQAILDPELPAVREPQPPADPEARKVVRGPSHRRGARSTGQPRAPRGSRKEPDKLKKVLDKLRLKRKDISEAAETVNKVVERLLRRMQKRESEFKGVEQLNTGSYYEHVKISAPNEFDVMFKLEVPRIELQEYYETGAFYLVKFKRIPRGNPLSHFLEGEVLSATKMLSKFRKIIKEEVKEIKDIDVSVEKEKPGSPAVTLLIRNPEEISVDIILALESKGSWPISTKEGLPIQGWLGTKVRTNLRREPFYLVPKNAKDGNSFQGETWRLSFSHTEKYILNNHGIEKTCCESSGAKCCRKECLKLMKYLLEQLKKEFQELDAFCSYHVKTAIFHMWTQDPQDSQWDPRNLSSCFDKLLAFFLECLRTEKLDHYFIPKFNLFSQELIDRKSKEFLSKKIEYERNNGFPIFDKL
Active calls of the source: *; & = joins results of further samples. Some of the compounds tested (hit frequency here may not be typical).

SMILES	mcGAS RapidFire
CC(C(=O)Nc1cccc([N+](=O)[O-])c1)N1C(=O)c2ccccc2S1(=O)=O (configuration not stated)	-10.0
CC(C)Cc1cc(-c2nccn2CCc2cccnc2)n[nH]1	-5.1
N#CC(CN1CCc2ccccc2C1)C(O)c1ccncc1 (configuration not stated)	-9.8&-7.6
Cc1cc(=O)[nH]c(C(C)C)n1	-28.9
FC(F)Oc1cccc(CN2CC(c3ccccn3)C2)c1	-9.5
COc1cccnc1-c1ccc(O)cc1	2.5
OC(c1ccccn1)C1CCN(c2nc3nonc3nc2N2CCSCC2)CC1 (configuration not stated)	-12.8
CN(Cc1cccc(F)c1)C(=O)C1CCN(c2ccc3nnc(C(F)(F)F)n3n2)CC1	1.1
CCOC(=O)CC(NC(=O)NCc1ccoc1)c1ccccc1 (configuration not stated)	11.6
COc1ccccc1/C=C/C1=NC(=C\C=C/c2ccccc2)/C(=O)O1	-13.8
Cc1cc(C)c(NC(=O)Cn2c(=O)n(CCc3ccccc3)c(=O)c3ncccc32)c(C)c1	-6.0
O=c1cc(-c2cc(O)c(O)c(O)c2)oc2cc(O)cc(O)c12	3.4
Cc1cn2c3c(=O)n(C)c(=O)n(C)c3nc2n1-c1ccccc1Cl	-5.6
Cc1nn(-c2ccccc2)c(C)c1Cc1nn2c(C(C)C)nnc2s1	16.5
C=CCN=c1scc(-c2ccc(OC(F)F)cc2)n1N=C(C)c1ccc2c(c1)OCCO2	-9.5
Cc1cc(C)c(NC(=O)CC2C=CCC2)c(Cl)c1 (configuration not stated)	-3.5
Cc1cccnc1N1CCN(C(=O)C(C)n2ccnc2C(C)C)CC1 (configuration not stated)	-8.4
COCOc1cccc(CN2CCC2(C)C(=O)Nc2ccc3c(c2)OCO3)c1 (configuration not stated)	-10.6
CC1CCc2sc(C(=O)N(C)CC(=O)Nc3cccc(F)c3)cc2C1 (configuration not stated)	-10.8
COCCCn1c(C)cn2c3c(=O)n(Cc4ccc(C)cc4)c(=O)n(C)c3nc12	-2.2
CCCCN(CCCC)CCC(O)c1cc2c(Cl)cc(Cl)cc2c2cc(C(F)(F)F)ccc12 (configuration not stated)	-0.8
Nc1cc(OCc2ccccc2)nc(=S)[nH]1	-29.7
COc1cccc(CN2CCN(C3CCN(c4cccc(C)c4C)CC3)CC2CCO)c1 (configuration not stated)	-9.7&3.5
Cc1cccc(CC(=O)Nc2c(C)nc3ccc(C)cn3c2=O)c1	-7.4
O=C(CN1CCOC2CCCCC21)NCC1Cc2ccccc2O1 (configuration not stated)	-13.4
SMILES	mcGAS RapidFire
C=S(CCC)NS(=O)(=O)c1ccc(C)cc1 (configuration not stated)	-7.1
COc1ccc(CC(=O)Nc2cc(-c3cccs3)nn2-c2nc(C)cc(=O)[nH]2)cc1	8.3
O=C(N[C@H](CO)Cc1ccccc1)c1ccc2nc(-c3ccccc3)c(-c3ccccc3)nc2c1	-1.3
CC(C)Cc1ccc(C(NC(=O)N2CCC(C(N)=O)CC2)C(C)C)cc1 (configuration not stated)	3.6
O=C(CC1=CCCCC1)N1CCCC(Nc2ccc(F)cc2)C1 (configuration not stated)	-5.3&1.1
CC(Cc1cccs1)N(C)S(=O)(=O)c1cnn(C)c1 (configuration not stated)	-1.1
COc1ccc(Cl)cc1-c1cccc(CNC(C)=O)c1	-23.4
O=C(c1ccccc1)N1CCN=C1SCc1cccnc1	-10.5
CC(C)N1C(=O)COCc2cc(-c3cccnc3)ccc21	-1.3
CCc1cc2c(=O)n(NC(=S)NC(C)C)cnc2s1	-9.8
O=C(c1cc(N2CCOCC2)ccn1)N1CCC(C(=O)N2CCCCCC2)CC1	-5.1
O=C(O)c1ccccc1-n1cccc1	-7.5
Cc1[nH]c(C(=O)O)c(C)c1C(=O)OC(C)C	2.3
CCN(CC)C(=O)COC(=O)c1cc(-c2cc(C)sc2C)nc2onc(C)c12	-11.7
COC(=O)C(C)(C)NCc1cccc(Cl)c1	-1.4
CN1C(=O)C(NC(=O)c2ccccc2)c2cc(Br)ccc21 (configuration not stated)	-7.7&-7.5
CCC1CCC(N(C(=O)Cc2nc(-c3cccs3)oc2C)C2CC2)CC1 (configuration not stated)	3.6
CC(=O)Nc1cc(C(C)(C)C)nn1-c1cccc(C)c1	-3.5
O=C(O)CCN1C(=O)C2CCCCC2C1=O (configuration not stated)	3.1
CCn1cc(CN2CCC(C(=O)Nc3cccc(-c4cscn4)c3)CC2)cn1	-3.0
Cc1cc(C)cc(C(=O)Nc2nc(CN3CCC(C)CC3)cs2)c1	-13.1
Cc1ccc(Cn2cc(C#N)c([N+](=O)[O-])n2)cc1	6.5
O=C(NOCc1ccccc1)c1cc(Cl)ccc1-n1cnnn1	-41.4
CN(C)CC1(O)CCCN(C(=O)c2ccc3c(c2)OCCO3)CC1 (configuration not stated)	-7.0
CCCC1(CCC)NC(=O)N(CC(=O)N2CCN(C(=O)c3ccco3)CC2)C1=O	-0.9
SMILES	mcGAS RapidFire
Cc1ccccc1-n1ncc2c(C)nn(CC(=O)Nc3ccc4c(c3)OCCO4)c(=O)c21	-2.6
Nc1nc(SCC(=O)NCC2CCCO2)n[nH]1 (configuration not stated)	-14.5
Cc1c(C(=O)N(C)Cc2cccc(F)c2)[nH]c2c1C(=O)CCC2	-4.1
Fc1ccc(Oc2ncnc3sc4c(c23)CCC4)cc1Cl	-0.8
CN(Cc1ccccc1)CC1CCCN(CCc2ccc(F)cc2)C1 (configuration not stated)	-6.4
CCN(CC)Cc1cnc2c(C(=O)N3C[C@H]4CC=CC[C@H]4C3)cnn2c1	-7.2
Cn1ccnc1CN1CCc2[nH]nc(C(c3ccccc3)c3ccccc3)c2C1	-5.5
O=S1(=O)CCN2C(c3ccc4c(c3)CCC4)=CSC2=N1	-7.7
CSc1ccc(CN2CCC2(C)C(=O)NCCCN2CCCC2=O)cc1 (configuration not stated)	-1.7
O=C(Cc1cc(Cl)c2c(c1)OCCCO2)N1CCCCCC1c1ccncc1 (configuration not stated)	-2.4
CNS(=O)(=O)c1ccc(OC)cc1	12.9
CN(Cc1ccccc1)C(=O)CSc1nncn1-c1ccccc1	-3.3
O=S(=O)(NCCN1CCCc2ccccc21)NCc1ccccc1	-19.3
O=C(C1CCCOC1)N1CCCc2cccc(F)c21 (configuration not stated)	-3.1
Cc1nn(C)c2ncc(C(=O)NC(C3CC3)C3CC3)cc12	1.3
CCN1CCN(C(C)CNC(=O)Cn2cnnn2)CC1 (configuration not stated)	-0.5
COC(=O)C(=Cc1cc(C)n(CC(F)(F)F)c1C)C(C)=O	-12.5
COc1ccc(C(=O)NC(C)c2cnn(-c3ccccn3)c2C)o1 (configuration not stated)	-1.3
Cc1ccc2[nH]cc(-c3ncccc3C(=O)N3CCCC3)c2c1	-11.0
O=[N+]([O-])c1ccc2[nH]c(O)c(N=Nc3ccc(C(F)(F)F)cc3[N+](=O)[O-])c2c1	-8.9
CN(CC(=O)NCC(F)(F)F)C(=O)CC1OC(=O)c2ccccc21 (configuration not stated)	-3.1
CCOC(=O)C1(C/C=C/c2ccccc2)CCCN(Cc2ccc(CO)o2)C1 (configuration not stated)	-9.0
CCCNC(=O)C(C)Sc1nc(C)c(C)o1 (configuration not stated)	-14.7
Cc1cccc(N2C(=O)N(c3cccc(Cl)c3)C3CS(=O)(=O)CC32)c1 (configuration not stated)	-1.9
CN(Cc1ccc(C(=O)Nc2cnn(C)c2)cc1)Cc1ccc2c(c1)OCO2	-13.8
SMILES	mcGAS RapidFire
O=c1c2c([nH]n1CCO)CN(Cc1cc3n(n1)CCNC3)CC2	-8.0
CS(=O)(=O)c1ccc(-n2ncc3c2CCN(S(=O)(=O)c2cccs2)C3)cc1	-1.8
CSc1cccc(NS(=O)(=O)c2cnc[nH]2)c1	-10.4
Cc1cc(C)c(S(=O)(=O)NC2CCN(C3CC3)CC2)c(C)c1	-5.2
CC(C)(C)C(=O)CN1C(=O)C(=O)c2cc(Br)ccc21	-4.2
O=C1NCC2(CCCN(C(=O)c3cnc(CN4CCCC4)s3)C2)O1 (configuration not stated)	-21.7
COc1cc(-c2nc(CN3CCN(c4ccccc4)C(=O)C3)c(C)o2)ccc1F	-11.3
O=C(NCCn1ccnc1)C1CC1c1ccc(Cl)cc1Cl (configuration not stated)	-11.6
COc1ccc(-c2cc(-c3ccc(OC)cc3)c(C#N)c(SCC(=O)c3ccccc3)n2)cc1	-12.0
Cc1ccc(CN2C(=O)C(C)Sc3ccccc32)cc1 (configuration not stated)	-5.7
O=c1[nH]c2ccc(Br)cc2c(-c2ccccc2)c1N=Cc1ccccc1O	-6.5
CC1CN(C2CCCCC2)c2nc3c(c(=O)n(CCN4CCOCC4)c(=O)n3C)n2C1 (configuration not stated)	-7.2
O=C1OCCCN1CCn1ccnc1-c1cnc(-c2ccccc2)s1	-5.2
O=C(CN1CCN(Cc2ccc(Cl)s2)CC1)N1CCNC1=O	-4.8
Clc1cc(Cl)c(N=Cc2ccccn2)cc1Cl	-4.9
CCn1cc(CC(=O)N2CCC(O)(C(F)(F)F)C2)c2ccccc21 (configuration not stated)	-0.2
CC1CN(CC(=O)NC2CCOCC2)c2ccccc2S1 (configuration not stated)	0.1
Cc1nnc(SCC(=O)N2CCCC(C(=O)c3cc(F)ccc3F)C2)s1 (configuration not stated)	-9.3
C#Cc1ccc(NC(=O)C2(C)CCN2C(=O)c2sccc2C)cc1 (configuration not stated)	-0.9
O=C1C2CCCC1CC(C(=O)N1CCCCC1)C2 (configuration not stated)	-6.7
Cc1ccc(-n2ccn(CN(C)CC(=O)NC(C)(C)C)c2=S)c(C)c1	-2.5
Oc1c(Cl)cc(Cl)cc1C=NC1CC1	4.8
C(=Cc1nc2c(ccc3ccccc32)s1)c1ccc2c(c1)OCCO2	49.6
O=S(=O)(NCc1ccccc1)N1CCCC1c1ccccn1 (configuration not stated)	-32.9
CN(CC(=O)Nc1c(Cl)cccc1Cl)Cc1nc2scc(-c3ccccc3)c2c(=O)[nH]1	5.8
SMILES	mcGAS RapidFire
Cc1c(C)n2c3c(=O)n(Cc4cccc5ccccc45)c(=O)n(C)c3nc2n1CCN1CCOCC1	-7.9
O=C(CN1CCCC1c1cccs1)NN1C(=O)NC2(CCCCC2)C1=O (configuration not stated)	-3.7
Cc1cc2c(cc1S(=O)(=O)N1CCCc3cc(Br)ccc31)NC(=O)CO2	-17.0
O=C(NS(=O)(=O)c1ccc(Cl)s1)c1ccco1	-12.4
CCN1CCOc2ccc(NC(=O)c3cc(OC)cc(OC)c3)cc2C1=O	3.1
O=C(OCc1ccccc1)c1cccnc1	7.3
CCN(CC)c1ccc(/C=C2/CCC/C2=N\Nc2nc(C)cc(C)n2)cc1	6.2
CC(=O)N1CC=C(c2ccc(OCc3ccc(C#N)cc3)cc2)CC1	-2.6
O=S(=O)(/C=C/c1ccccc1)NCC1CCN(S(=O)(=O)C2CC2)CC1	-4.2
Cn1cc(C(=O)N2CCCCC2CCc2cccs2)ccc1=O (configuration not stated)	-17.5
CCOC(=O)C1CCN(Cc2nnc(CC3CCNCC3)n2C)CC1	-9.4
Cc1nn(C)c(C)c1CN(C(=O)Cc1[nH]nc2ccccc12)C1CC1	-22.3
O=c1oc2ccc(Br)cc2cc1Sc1ccc([N+](=O)[O-])cc1	-4.8
CN(C(=O)Nc1ccn(CCC#N)n1)C1CCCCCCC1	28.2
Cc1nc2n(n1)C(=O)C(C(c1ccc([N+](=O)[O-])cc1)N1CCC(C(N)=O)CC1)S2 (configuration not stated)	-9.0
O=C(Cn1cnc2ccc(Br)cc2c1=O)N1CCOCC1	-2.5
c1ccc(-c2[nH]ncc2-c2ccnc3ccccc23)nc1	-13.8
O=C(CNC(=O)c1cc(F)ccc1F)Nc1ccccc1Br	-9.6
O=C(c1cn2ccccc2n1)N1CCc2[nH]nc(-c3ccccc3F)c2C1	-8.3
COc1ccccc1/C=C/C=C1N=C(/C=C/c2ccc(C)cc2)OC\1=O	5.9
Cc1ccc(Nc2ccc(NC(=O)c3ccccc3)c3c2C(=O)c2ccccc2C3=O)cc1	-5.2
CN(CCC(=O)NC(N)=O)Cc1ccc(OC(F)(F)F)cc1	-8.6
COc1ccc(NC(=O)Cn2nnn(-c3cccs3)c2=O)c(OC)c1	-9.7
Cc1nc(N)c(C#N)c(-c2cccs2)c1C	-3.0
COC(=O)c1ccc(Cn2nc(C)c3cnn(-c4ccccc4C)c3c2=O)o1	-0.9

Arranged by formula weight (smallest number first): three of the compounds above.
SMILES	mcGAS RapidFire
Cn1cc(C(=O)N2CCCCC2CCc2cccs2)ccc1=O (configuration not stated)	-17.5
O=c1oc2ccc(Br)cc2cc1Sc1ccc([N+](=O)[O-])cc1	-4.8
O=S(=O)(/C=C/c1ccccc1)NCC1CCN(S(=O)(=O)C2CC2)CC1	-4.2

(more compounds)
SMILES	mcGAS RapidFire
COc1ccccc1Cn1c(C)c(C(=O)NCc2ccc(Cl)c(Cl)c2)sc1=O	-1.4
Cc1ccc(NC(=O)CSc2nnc(CCC(=O)O)c(=O)[nH]2)cc1Cl	3.7
Cc1ccccc1CSCC(=O)c1ccc[nH]1	-2.0
CCOc1ccc(S(=O)(=O)N2CCOCC2)cc1NC(=O)CSC	-1.5
CC1(C)CC(Br)CCC1(C)C(=O)O (configuration not stated)	-7.7
Cc1ccc2oc(C(=O)Nc3ccc4c(c3)NC(=O)C(C)O4)cc(=O)c2c1 (configuration not stated)	-0.1

Entries from the list above containing an aryl methoxy group (13):
SMILES	mcGAS RapidFire
COc1cccnc1-c1ccc(O)cc1	2.5
COc1ccccc1/C=C/C1=NC(=C\C=C/c2ccccc2)/C(=O)O1	-13.8
COc1cccc(CN2CCN(C3CCN(c4cccc(C)c4C)CC3)CC2CCO)c1 (configuration not stated)	-9.7&3.5
COc1ccc(CC(=O)Nc2cc(-c3cccs3)nn2-c2nc(C)cc(=O)[nH]2)cc1	8.3
COc1ccc(Cl)cc1-c1cccc(CNC(C)=O)c1	-23.4
CNS(=O)(=O)c1ccc(OC)cc1	12.9
COc1ccc(C(=O)NC(C)c2cnn(-c3ccccn3)c2C)o1 (configuration not stated)	-1.3
COc1cc(-c2nc(CN3CCN(c4ccccc4)C(=O)C3)c(C)o2)ccc1F	-11.3
COc1ccc(-c2cc(-c3ccc(OC)cc3)c(C#N)c(SCC(=O)c3ccccc3)n2)cc1	-12.0
CCN1CCOc2ccc(NC(=O)c3cc(OC)cc(OC)c3)cc2C1=O	3.1
COc1ccccc1/C=C/C=C1N=C(/C=C/c2ccc(C)cc2)OC\1=O	5.9
COc1ccc(NC(=O)Cn2nnn(-c3cccs3)c2=O)c(OC)c1	-9.7
COc1ccccc1Cn1c(C)c(C(=O)NCc2ccc(Cl)c(Cl)c2)sc1=O	-1.4
